# NR2E3 ag-1 = inhibitors of NR2E3-RetCOR corepressor binding, primary screen, NR2E3 agonist project, biochemical, TR-FRET, GST-NR2E3, biotin-RetCOR; 1536-well; inhibition of corepressor binding, % at 4.78 µM; 320,000 tested, 0.12% active; AID 2300, 2010;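 active = percent inhibition above the cutoff of mean plus 3 SD of all tested compounds, set per screening campaign, cut at about 20% in these data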;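 note: 0% = DMSO wells and 100% = biotin wells as full block of FRET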
# Target sequence (Q9Y5X4 whole entry, looked up): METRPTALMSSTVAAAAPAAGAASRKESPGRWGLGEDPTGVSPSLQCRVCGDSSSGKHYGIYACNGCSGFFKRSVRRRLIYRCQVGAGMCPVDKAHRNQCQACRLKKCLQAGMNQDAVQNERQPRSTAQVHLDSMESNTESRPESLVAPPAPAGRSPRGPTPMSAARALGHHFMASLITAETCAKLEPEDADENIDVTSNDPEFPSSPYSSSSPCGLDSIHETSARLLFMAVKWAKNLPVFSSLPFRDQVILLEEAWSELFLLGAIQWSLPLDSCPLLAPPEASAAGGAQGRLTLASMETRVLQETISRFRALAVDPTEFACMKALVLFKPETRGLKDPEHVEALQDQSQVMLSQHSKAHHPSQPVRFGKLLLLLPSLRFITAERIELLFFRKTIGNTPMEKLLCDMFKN
#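 System: GST-tagged NR2E3 plus biotinylated RetCOR corepressor; Amount: 1.35 nM GST-tagged NR2E3 final; Dosing: single nominal compound dose of 4.8 µM; Schedule: 5 h incubation at 4 °C; Technique: TR-FRET with europium anti-GST and streptavidin-D2, 340 nm excitation; Controls: biotin wells as high control, 0.6% DMSO wells as low control.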
# Shn3 inh set2 = reduction of Shn3 3'UTR firefly luciferase signal, primary screen, Schnurri-3 inhibitor project, cell-based, Clone20 osteoblasts, set 2 | 360,000 tested, 0.52% active | AID 588674, 2011 | Clone20 osteoblast Shn3 3'UTR firefly luciferase, 24 h | inhibition, % at 12.5 µM;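 active = mean inhibition of at least 75% with every replicate also reaching 75%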;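 note: 0% = median of neutral control wells and 100% = pilot-screen positive control compound; some compounds past the cut are filed as inactive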
# CF NFkB block = inhibitors of PAF-induced NF-kB signaling, primary screen, cell-based, GFP fluorescence, uHTS | KKLEB NF-kB-GFP reporter, GFP fluorescence overnight | inhibition, % at 5 µM | 360,000 tested, 0.86% active;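 active = at least 50% inhibition at 5 µM, scaled per plate between neutral and stimulator controls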;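 note: PAF is a Pseudomonas aeruginosa culture filtrate used as stimulus; plate controls were PAF-stimulated DMSO wells for no effect and unstimulated DMSO wells for full effect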
# HIF-2a block = HIF-2a reporter inhibitors, primary screen, luminescence, 786-0 RCC cells; 786-0 RCC cells HIF-2a reporter, luciferase luminescence, overnight; inhibition, % at 18.8 µM; 360,000 tested, 0.72% active; AID 624352, 2012;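 active = inhibition of the luminescence signal of 40% or more relative to plate controls, in a single-dose primary screen at 18.75 µM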
# LMP1 NFkB inh = EBV LMP1-driven NF-kappaB luciferase reporter inhibitors, primary screen, cell-based, luminescence, single point; inhibition, % at 12.5 µM; AID 504558, 2011; LMP1-induced NF-kappaB luciferase reporter cells; 350,000 tested, 0.69% active; in the data active = inhibition above about 41%;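 note: 0% = neutral control wells and 100% = reference inhibitor control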
# TRPM1 prom inh = inhibitors of MITF-dependent TRPM1 promoter reporter, primary screen, cell-based, SK-MEL-5, single point, luciferase; SK-MEL-5 TRPM1 promoter luciferase, 24 h; inhibition, % at 12.5 µM; 330,000 tested, 0.83% active;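 active = mean inhibition across replicates of 60% or more, whatever share of single replicates reaches that level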; note: values of inactives mirror those of a sister screen read the other way
# KKLEB cytotox = cytotoxicity in KKLEB CF airway cells, primary screen, cytotoxicity control for CF NF-kB inhibitor project, cell-based, uHTS, fluorescence assay plates. KKLEB CF airway cells viability, ATPlite luminescence, overnight; stronger effect = lower value; cells stimulated with P. aeruginosa culture filtrate. activity change (cytotoxicity), % at 5 µM. 360,000 tested, 0.36% active. AID 602141, 2011;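 active = corrected activity change at or below -50% at 5 µM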
# Peg3 prom inh = Peg3 promoter-driven luciferase inhibitors, primary screen, cell-based, HeLa, luciferase luminescence; HeLa PEG-Prom luciferase reporter, overnight; inhibition, % at 20 µM; 360,000 tested, 1.7% active; AID 588405, 2011;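 active = inhibition of at least 50% at 20 µM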
# iPSC survival up = enhancers of single-cell hiPSC survival, primary screen, ATPlite luminescence | 100% = ROCK inhibitor wells, 0% = DMSO | 360,000 tested, 0.044% active | survival enhancement, % at 20 µM; in the data active = survival enhancement above about 18%;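 note: cells exposed to compounds for 16 hours before the ATP read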
# C8 TRAIL sens = viability loss with TRAIL in NB7+C8 cells, primary screen, TRAIL sensitizer project, cell-based, ATPlite luminescence. 360,000 tested, 1% active. inhibition (viability loss, TRAIL sensitization), % at 10 µM. AID 624354, 2012;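 active = compounds causing at least 50% loss of cell viability in the single-dose screen, relative to plate controls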
# NR2E3 ag-2 = NR2E3 agonists in two-hybrid cells, primary screen, cell-based, luminescence, CHO-S, Gal4-NCOR/VP16-NR2E3 | luciferase | 360,000 tested, 0.35% active | inhibition of corepressor binding, % at 3.98 µM | Photoreceptor-specific nuclear receptor (Homo sapiens), Q9Y5X4 | AID 602229, 2012;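 active = inhibition above the mean of all tested compounds plus 3 SD, cut at about 70% in these data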;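 note: 0% = DMSO with NR2E3 transfected cells and 100% = cells lacking NR2E3 construct; higher means lower luciferase signal from less NR2E3 corepressor binding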
# Starred values were filed as active, the others as inactive; . = no result given. Only part of the results is shown (hit frequency here may not be typical).
SMILES	NR2E3 ag-1	Shn3 inh set2	CF NFkB block	HIF-2a block	LMP1 NFkB inh	TRPM1 prom inh	KKLEB cytotox	Peg3 prom inh	iPSC survival up	C8 TRAIL sens	NR2E3 ag-2
CCc1c(O)nc(SCC(=O)Nc2nc3ccccc3s2)n(-c2ccccc2)c1=O	1	-21	-11	-39	-5	13	-13	6	-0.5	-2	-11
CC1(C)C(=O)Nc2ccccc2N1C(=O)COC(=O)c1ccc(NC(N)=O)cc1	.	2	-8	-4	8	-6	9	8	-0.4	5	-1
CSCC(=O)N1CCC(Oc2cccc(C(=O)NCc3ccccn3)c2)CC1	0	1	-2	2	3	-5	0	0	1.0	-13	19
COc1ccccc1-c1noc2ncnc(Nc3cccc(C)c3C)c12	1	11	3	20	4	0	3	15	0.9	10	10
CN(C)c1ccc(NC(=O)/C=C/c2ccccc2Cl)cc1	0	-70	-14	-238	-38	-85	14	-261	-3.7	29	-101
O=C(NCc1ccccc1F)C12CC3CC(CC(C3)C1)C2	-2	6	4	19	6	12	-6	0	0.4	-33	-16
CSc1ccccc1C(=O)NC1CCCCCC1	-1	8	0	-15	-6	-7	-2	-15	1.2	-10	-3
Cc1nn(-c2ccccc2)c(N)c1Sc1cccc([N+](=O)[O-])c1	-1	27	-3	-16	-5	-5	-6	19	3.0	-3	-12
Cc1noc(C)c1COc1ccccc1C(=O)NCc1ccco1	2	-21	6	12	-3	6	11	3	0.1	0	-31
Clc1ccccc1-c1cnc2sc(NCc3ccc4c(c3)OCO4)nn12	.	-8	9	-4	.	.	14	66*	-0.9	5	57
CC(C)c1ccc(NC2CCCN(C(=O)CCc3cnn(C)c3)C2)cc1 (configuration not stated)	.	1	23	0	-6	-2	3	12	-0.1	-10	-8
Cc1nc(NCCc2ccc(S(N)(=O)=O)cc2)c2c3c(sc2n1)CCC3	1	51	-6	16	-16	7	-7	10	0.7	16	7
O=C(CSc1ccccc1)Nc1ccc(-c2nc3ccccc3[nH]2)cc1	-1	12	7	-125	-18	-44	-12	-196	0.7	24	-69
CCOC(=O)Cc1csc(NC(=O)c2csc3c2CCCC3)n1	0	-7	1	4	1	-31	-2	-76	0.2	16	7
Cc1ccncc1CNC(=O)c1ccccc1	.	-9	3	-16	7	3	-4	9	-0.5	-7	-11
COc1cc(/C=C/C(=O)NC(=O)c2ccccc2O)ccc1OC(C)=O	-2	-58	-19	-170	1	-70	5	-164	-0.6	39	-23
CCC(=O)Nc1c(C)n[nH]c1C	-3	0	-6	5	-7	6	8	-3	-1.2	-5	24
C=CCOc1c(CNc2cccc(C(=O)O)c2)cccc1OC	3	-76	2	-109	-31	-50	8	-188	-2.0	10	-154
COC(=O)c1cn(NC(=O)c2ccc([N+](=O)[O-])c(C)c2)c(=O)c2ccccc12	3	-1	8	5	-10	8	-6	23	1.5	-15	12
O=C(O)c1ccc2c(c1)SC1=NS(=O)(=O)CCN12	1	-7	-7	10	6	11	8	-3	-0.8	4	-2

# More entries
SMILES	NR2E3 ag-1	Shn3 inh set2	CF NFkB block	HIF-2a block	LMP1 NFkB inh	TRPM1 prom inh	KKLEB cytotox	Peg3 prom inh	iPSC survival up	C8 TRAIL sens	NR2E3 ag-2
O=C(OCc1ccccc1)N1CCc2ccccc21	-2	-43	-2	-275	-34	-30	14	-305	-0.1	7	-104
CCc1c(C)sc(NC(=O)C2CC2)c1C(=O)OC(C)C	2	-7	4	8	-6	-1	-6	11	1.7	3	-23
O=C(O)CNC(=S)N(Cc1ccc(F)cc1)C1CCCCC1	-1	-6	10	16	-8	-12	8	3	-1.0	-9	-18
COC(=O)c1ccc(CNC(=O)CCNC(=O)c2ccco2)cc1	1	57	2	7	-8	-1	6	-14	-0.7	22	0
Cc1ccc(Cn2nnnc2CN2CCC(O)(c3ccccc3F)CC2)cc1	-2	-9	13	4	-11	3	7	1	2.8	-3	-4
CN1CCC(N2CCN(C3CN(CCc4ccccc4)S(=O)(=O)C3)CC2)CC1 (configuration not stated)	.	-3	-3	5	.	.	-6	-8	-0.2	4	3
CN1CCC(=O)N(CCSc2ccccc2)CC1	2	-40	9	-135	-3	-54	-1	-149	1.0	-10	-52
O=C(COC(=O)c1ccc(Cl)cc1[N+](=O)[O-])NC(=O)c1ccccc1	0	13	8	3	-3	-7	0	15	-0.1	-2	13
O=C(Nc1ccc(CN2CCOCC2)cc1)c1ccc(-c2cc(Cl)ccc2Cl)o1	-3	20	-9	-10	6	5	-3	20	2.0	24	4
CC1CCN(C(=O)C(C)c2ccc([N+](=O)[O-])cc2)CC1 (configuration not stated)	4	14	-13	2	-3	-5	17	9	2.0	-5	-35
Cc1ccc(S(=O)(=O)N2CCN(Cc3nc4sc5c(c4c(=O)[nH]3)CCCC5)CC2)cc1	0	8	0	25	5	0	4	15	1.0	6	10
Cc1c(NC(=O)CCC(=O)N2CCCCC2)c(=O)n(-c2ccccc2)n1C	4	-1	11	6	-3	-1	-3	-10	1.3	-3	8
CCC(=O)c1ccc(OCC(=O)Nc2ccc3c(c2)OCCO3)cc1	.	-39	6	-145	-15	-44	0	-175	-0.5	14	-37
COc1ccc(Cl)cc1S(=O)(=O)N1CCC(O)(c2ccc(Cl)cc2)CC1	-1	17	15	19	19	14	-2	18	-0.4	6	-24
COc1ccc(CNC(=O)C2CCN(S(=O)(=O)c3c(C)noc3/C=C/N(C)C)CC2)cc1	1	-3	-18	13	-6	-17	-4	16	0.4	-4	11
CC(Oc1ccc(Cl)cc1Cl)C(=O)N(Cc1ccco1)C1CCS(=O)(=O)C1 (configuration not stated)	-1	2	17	18	-1	10	-11	8	-0.2	-1	15
Cn1c(SCC(=O)Nc2ccc(N3CCOCC3)c(Cl)c2)nnc1C(O)c1ccccc1 (configuration not stated)	3	3	-11	-9	-12	2	19	-14	0.4	-7	-28
Cn1c(=O)[nH]c(=O)c2c1nc(N1CCCCC1)n2CCCSc1nc2ccccc2s1	2	27	-6	20	3	6	-2	23	7.8	19	-2
CCNC(=O)C1(C)CCN(C(=O)c2ccc(OC)cc2OC)C1 (configuration not stated)	.	13	0	1	.	.	3	2	6.8	-18	18
CNC[C@@H](CC1CCCCC1)NC[C@H](CC(C)C)NCCc1cccc(C(F)(F)F)c1	-1	6	50	32	-8	100*	-72*	99*	-2.6	92*	21

# The listing continues:
SMILES	NR2E3 ag-1	Shn3 inh set2	CF NFkB block	HIF-2a block	LMP1 NFkB inh	TRPM1 prom inh	KKLEB cytotox	Peg3 prom inh	iPSC survival up	C8 TRAIL sens	NR2E3 ag-2
COc1ccccc1C(=O)NC(C)C(c1cccs1)N1CCN(C)CC1 (configuration not stated)	3	17	-1	-3	-16	3	7	-5	-1.0	-8	-1
Cc1cc(C)c(NC(=O)Cn2ncc3ccccc32)c(C)c1	.	5	-2	9	2	-6	-7	5	0.2	5	-22
CCn1c(C)nc2cc(S(N)(=O)=O)ccc21	-1	9	14	14	1	-6	-16	22	4.3	0	-22
CNC(=O)c1nnn(Cc2ccccc2)c1NC(=O)C(F)(F)F	1	-3	-3	-8	0	8	4	9	0.4	-3	-17
C/C=C/C=C\C(=O)Nc1cccc(C2=NOC3(C2)C[C@H](C(N)=O)N(C(=O)/C=C/C)C3)c1 (some centres not stated)	-1	-4	6	7	2	-11	-16	5	1.2	6	-41
CCOc1ccc(-n2c(-c3ccc(OC)cc3)c[n+]3c2CCCCC3)cc1	1	85*	5	17	22	77*	-6	10	-6.0	41	9
COc1ccc(CCCc2n[nH]c(=S)o2)cc1	7	3	-1	18	6	2	11	10	0.2	0	-3
O=C(O)CSc1ccc(Oc2ccc(SCC(=O)O)cc2)cc1	5	-5	20	15	1	10	-1	-4	3.3	-8	-27
O=C(CCc1nnc2n(Cc3ccc(F)cc3)c(=O)c3ccccc3n12)NCCN1CCOCC1	-3	-1	-17	6	-13	-5	8	13	1.9	-10	-28
CN(C)CCCNC(=O)C(=O)Nc1cc2c3c(c1)CCC(=O)N3CCC2	2	-21	-11	22	-4	16	2	7	-0.2	8	-2
Cc1cc(/C=N\NC(=O)CC(=O)NC2CCCCC2)c(C)n1-c1ccc(Cl)cc1	2	24	9	-7	-3	18	-13	14	7.8	7	9
Cc1cc(C)n(-c2cc(N3CCN(S(=O)(=O)c4ccc(Cl)cc4)CC3)ccc2[N+](=O)[O-])n1	-1	4	-9	2	-3	21	2	19	-0.1	18	-14
Cc1ccc(Cl)cc1N1CCN(C(=O)COc2ccc3c(c2)CCC3)CC1	1	-1	22	19	-2	-9	-25	20	3.1	1	-17
COc1ccccc1NC(=O)c1nnn(Cc2ccccc2)c1NC(=O)C(F)(F)F	3	-26	5	-5	-13	-4	-6	15	1.5	-4	13
O=C(c1cccc(NS(=O)(=O)c2ccccc2)c1)N1CCN(c2ccccc2)CC1	1	-7	2	14	0	-2	4	13	0.5	5	2
CC1Sc2ccc(S(=O)(=O)N3CCC(C(=O)NCc4ccc(Cl)cc4)CC3)cc2NC1=O (configuration not stated)	4	51	7	12	2	6	9	-17	0.2	22	-5
CC(C)CC1NC(=O)c2cccnc2-n2c1nc1ccccc1c2=O (configuration not stated)	.	2	5	4	1	.	2	12	-1.4	-9	-19
CCN1CCc2nc(NC(=O)c3cc(F)c(F)cc3Cl)sc2C1	1	-18	-7	-80	-2	-21	-4	-37	-0.4	2	-29
N#Cc1cccc(C(Br)S(=O)(=O)c2ccccc2)c1 (configuration not stated)	.	5	15	20	-2	.	-4	-5	5.9	0	2
CCc1noc(C)c1C(=O)NCCc1ccc(F)cc1	-3	-12	-20	8	-2	-2	27	-1	-0.6	-17	15

# Next section
SMILES	NR2E3 ag-1	Shn3 inh set2	CF NFkB block	HIF-2a block	LMP1 NFkB inh	TRPM1 prom inh	KKLEB cytotox	Peg3 prom inh	iPSC survival up	C8 TRAIL sens	NR2E3 ag-2
COC(=O)Cn1c(O)c(N=NC(=O)CNC(=O)COc2cccc(C)c2)c2ccccc21	-2	-12	18	2	-1	11	-5	7	-0.4	-5	-19
NC(=O)c1sc2nc3c(cc2c1N)CCCCCC3	-2	-9	26	-148	-13	-70	-1	-158	1.7	-12	-48
Cn1cc([N+](=O)[O-])c(C(=O)NNC(=O)c2ccc([N+](=O)[O-])cc2Cl)n1	-1	-1	6	6	-4	13	10	-6	0.1	3	-15
CCOC(=O)c1ccccc1NC(=O)Cn1cnc2c(oc3ccccc32)c1=O	0	1	-1	-104	-4	-1	-8	-15	-1.2	7	-46
